GPR151 ag – activators of human GPR151, primary screen, cell-based, PathHunter beta-arrestin, luminescence. G-protein coupled receptor 151 (Homo sapiens), Q8TDV0. activation, % at 11.2 µM. actives 1% (n = 650,000). AID 1508602, 2020. PathHunter beta-arrestin GPR151 cells; in the data active = activation above about 4.9%;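 note: 0% = median of compound wells and 100% = cells with positive control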
Target sequence (Q8TDV0 whole entry, looked up): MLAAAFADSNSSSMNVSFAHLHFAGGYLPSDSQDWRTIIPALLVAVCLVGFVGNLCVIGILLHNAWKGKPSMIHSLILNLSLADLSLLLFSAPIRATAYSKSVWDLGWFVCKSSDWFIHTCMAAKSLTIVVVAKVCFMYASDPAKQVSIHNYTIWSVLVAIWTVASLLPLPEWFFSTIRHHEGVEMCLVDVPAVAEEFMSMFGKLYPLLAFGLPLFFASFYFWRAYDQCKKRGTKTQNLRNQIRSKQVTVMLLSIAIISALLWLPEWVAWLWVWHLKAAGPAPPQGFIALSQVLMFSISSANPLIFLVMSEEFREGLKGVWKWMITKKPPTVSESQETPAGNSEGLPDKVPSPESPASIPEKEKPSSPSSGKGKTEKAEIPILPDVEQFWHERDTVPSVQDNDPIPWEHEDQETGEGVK
MITF primary – MITF inhibitors, primary screen, biochemical, AlphaScreen, human; AlphaScreen MITF homodimerization, bead proximity signal; actives 0.91% (n = 650,000); inhibition, % at 2.6 µM; AID 1259374, 2018; Microphthalmia-associated transcription factor (Homo sapiens), O75030; in the data active = inhibition above about 50%;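 note: 0% = vehicle wells with protein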
Target sequence (O75030 whole entry, looked up): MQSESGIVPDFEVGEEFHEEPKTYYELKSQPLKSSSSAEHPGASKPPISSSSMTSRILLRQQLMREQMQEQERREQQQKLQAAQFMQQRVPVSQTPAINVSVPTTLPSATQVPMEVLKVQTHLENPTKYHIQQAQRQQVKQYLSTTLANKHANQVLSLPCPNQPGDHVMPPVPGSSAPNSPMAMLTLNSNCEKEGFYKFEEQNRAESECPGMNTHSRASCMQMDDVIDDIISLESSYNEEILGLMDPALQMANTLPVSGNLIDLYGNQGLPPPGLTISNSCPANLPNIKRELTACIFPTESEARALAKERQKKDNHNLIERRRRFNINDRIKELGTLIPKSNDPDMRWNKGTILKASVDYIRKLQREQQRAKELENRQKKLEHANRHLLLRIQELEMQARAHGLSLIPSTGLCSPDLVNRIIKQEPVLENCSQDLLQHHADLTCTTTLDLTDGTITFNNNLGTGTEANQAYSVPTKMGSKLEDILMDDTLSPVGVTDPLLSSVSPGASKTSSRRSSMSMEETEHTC
TEAD-YAP block – TEAD-YAP interaction inhibition, primary screen, TEAD-YAP interaction inhibitor project, luminescence, HEK-TIYL cells | TEAD-Gal4/YAP UAS-luciferase luminescence | inhibition, % at 9.12 µM | actives 1.4% (n = 640,000); in the data active = inhibition above about 32%;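 note: 0% = median of test compound wells and 100% = reference inhibitor wells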
FBW7 activator – FBW7 E3 ligase activators, primary screen, biochemical, AlphaScreen, human; normalized activity (activation), % at 26.1 µM; AID 1259310, 2017; AlphaScreen FBW7–phospho-cyclin E peptide binding, activator screen; actives 0.13% (n = 650,000); in the data active = normalized activity above about 1.9%;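 note: purified mutant Fbw7 with reduced substrate affinity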
Numbers without * were called inactive. Hits appear at their usual frequency. Share with any hit: about 3.4%.

SMILES	GPR151 ag	MITF primary	TEAD-YAP block	FBW7 activator
COc1cc(C=C(C#N)C#N)ccc1Oc1ccc([N+](=O)[O-])cc1[N+](=O)[O-]	-1.6	11	-5	-0.2
O=C(/C=N/Nc1ccc([N+](=O)[O-])cc1[N+](=O)[O-])c1ccco1	0.6	2	6	0.0
Cc1nc(Nc2ccc(C)c(F)c2)c2c(C)c(C)sc2n1	-0.2	-16	12	-0.1
COc1ccc(/C=C/C(=O)CC(=O)/C=C/c2cccc(O)c2OC)cc1O	-0.8	13	-5	-0.2
CCOc1ccc(-n2cc(C(=O)N3CCCCCC3)c3cc(OC)c(OC)cc3c2=O)cc1	-0.3	-3	5	0.2
CCC1Sc2ccccc2N(CC(=O)NCCc2ccccc2)C1=O (centres undefined)	-0.3	0	-4	-0.1
CN(C)CCCCCCCCNC(=O)/C=N/O	0.1	-8	5	-0.1
COc1ccc(NC(=O)CSc2nc3ccsc3c(=O)n2CCC(=O)O)c(OC)c1	3.0	-5	11	-0.2
Cc1ccccc1C1(CC(=O)N2CCN(C)C(C)C2)CC(=O)N(Cc2ccccc2)C1=O (centres undefined)	0.7	9	3	0.1
O=C(CSc1ccc(-c2ccc(-n3cccn3)cc2)nn1)NC1CCCC1	-1.2	10	-5	0.2
CCCCNC(=O)[C@H]1C[C@@H](c2ccco2)NS(=O)(=O)N1C	-1.2	-5	-6	0.0
O=C(O)c1ccc(NC(=S)NC(=O)c2ccc(I)cc2)cc1	0.9	-1	-47	-0.2
CCc1ccccc1NC(=O)C(CC)Sc1nc2cc(OC)c(OC)cc2c(=O)n1Cc1ccco1 (centres undefined)	-0.1	2	5	0.1
COc1cccc(C2C(C#N)=C(N)OC3=C2C(=O)CC(c2ccco2)C3)c1OCc1ccc(F)cc1 (centres undefined)	0.2	-11	0	-0.1
COc1ccc(C(=O)CSc2ccc3nnc(-c4ccccc4)n3n2)cc1	0.2	1	-6	0.3
COc1ccc(-n2c(/C=C/c3cccc(OC)c3OC)nc3ccccc3c2=O)cc1Cl	1.0	3	-4	-0.2
Cc1nn(S(=O)(=O)c2ccc3ccccc3c2)c(C)c1Br	0.0	-4	9	0.1
COc1ccc(N(C)c2nnc(-c3ccc(NC(C)=O)cc3)s2)cc1	1.4	7	-1	-0.4
COc1ccc(/C=N/NC(=O)c2ccccc2[N+](=O)[O-])c2ccccc12	-1.1	9	-61	-0.1
COC(=O)c1c(NC(=O)c2ccc([N+](=O)[O-])o2)sc2c1CC(C)(C)NC2(C)C	0.5	4	-10	-0.2
O=C1NN(c2ccc([N+](=O)[O-])cc2)C(=O)C2C3C=CC(C3)C12 (centres undefined)	1.2	18	6	0.0
COc1cccc(C(=O)NC2C3CC4CC(C3)CC2C4)c1 (centres undefined)	0.7	15	-3	0.7
CC(=O)Nc1cccc(NC(=O)C2CCCN2C(=O)Nc2ccccc2Cl)c1 (centres undefined)	0.5	10	16	0.3
CCOc1ccc(-n2nnc3c(=O)n(CC(=O)NC4CCCC4)cnc32)cc1	0.2	4	15	0.2
Cc1cccc(C)c1N(CC(=O)NCc1ccncc1)S(C)(=O)=O	0.5	-8	-1	0.2
O=C(O)/C(=C\c1ccc(F)cc1)NC(=O)c1ccc(F)cc1	0.8	-8	-3	-0.1
O=S1(=O)CC2N=C(Nc3ccc(Cl)c(Cl)c3)SC2C1 (centres undefined)	0.3	5	7	-0.1
Cc1cc(/C=C2/SC(N)=NC2=O)c(C)n1-c1cccnc1	0.4	12	-2	0.7
CCOC(=O)CSc1nc2sc3c(c2c(=O)n1-c1ccc(OC)cc1)CCC3	-0.9	4	13	0.0
CN(Cc1cccc(OC2CCN(C(=O)C3CCOC(C)(C)C3)CC2)c1)Cc1ncc[nH]1 (centres undefined)	-1.1	6	2	-0.3
O=C(NCc1n[nH]c(=S)n1-c1ccc([N+](=O)[O-])cc1)c1ccccc1F	-0.2	0	2	0.0
Cc1ccc(C(=O)N/C(=C\c2ccc3c(c2)OCO3)C(=O)Nc2ccc([N+](=O)[O-])cc2)cc1C	0.8	-1	-7	0.0
CCC(=O)N1c2ccccc2NC2=C(C(=O)CC(C)(C)C2)C1CC1CC=C(C)C1(C)C (centres undefined)	-0.3	-5	2	0.0
O=C1N[C@@H](CSCc2ccccc2)C(=O)N2CCN(Cc3ccc(F)c(F)c3)C[C@H]12	2.9	1	-2	-0.1
CCc1ccc(C2(C)CC(C)(C)N(C(=O)CN3C(=O)c4ccccc4C3=O)c3ccccc32)cc1 (centres undefined)	0.7	-4	9	-0.1
COc1ccc(S(=O)(=O)N(C)CCO)cc1C(=O)O	-0.9	12	13	0.5
CC1=NN(c2ccc(Cl)c(Cl)c2)C(=O)/C1=C/c1ccc(OCc2ccccc2)cc1	-0.2	-1	-6	-0.2
COc1cccc(CNCc2c(C(=O)O)[nH]c3cc(C)ccc23)c1	3.8	-2	-6	-0.1
CCOC(=O)C(NC(=O)Nc1cc(C)on1)(c1ccc(F)cc1)C(F)(F)F (centres undefined)	0.7	21	-1	-0.1
O=C(Nc1ccc2c(c1)N(C(=O)c1cccs1)CCC2)c1cccc(F)c1	0.3	17	-8	1.4
COc1cc2cc(C#N)c(SCC(=O)NCC3CCCO3)nc2cc1OC (centres undefined)	-0.4	-6	0	0.0
O=C(c1cc(-c2ccc(F)cc2)n[nH]1)N1CCN(c2cc(N3CCOCC3)ncn2)CC1	-1.0	5	-6	0.3
CCc1ccc(-c2cn3c(n2)sc2cc(C(=O)NCCCN4CCCC4=O)ccc23)cc1	0.0	-3	3	0.9
Nc1cc(=O)nc(SCC(=O)N2CCCc3ccccc32)n1-c1ccccc1	-1.9	-14	-7	-0.5
COC(=O)c1c(OC(C)C)cc(=O)n2c1CCN(Cc1c[nH]c3ccccc13)CC2	0.3	-4	11	-0.1
CC1CN=C(N(C(=O)Nc2ccc(Cl)c(Cl)c2)c2ccc(OC(F)(F)F)cc2)S1 (centres undefined)	4.1	11	-22	0.0
O=C(CCNS(=O)(=O)c1ccc(Br)s1)NC1CCCC1	-0.3	8	3	0.6
CCN(CC)C(=O)C1CCCN(c2nc(N)nc(N(CC)CC)n2)C1 (centres undefined)	2.1	1	5	-0.1
COc1ccc(C)cc1NC(=O)CN(c1ccccc1)S(C)(=O)=O	-1.1	9	5	0.0
COc1ccc(-c2nc(CS(=O)CC(=O)N3CCc4ccccc4C3)c(C)o2)cc1 (centres undefined)	0.2	15	6	-0.1
More compounds
SMILES	GPR151 ag	MITF primary	TEAD-YAP block	FBW7 activator
CCOCCCNC(=O)c1cccc(OC2CCN(S(C)(=O)=O)CC2)c1	-0.3	-5	-56	0.0
O=C(CSc1nc2[nH]ncc2c(=O)n1-c1cccc2ccccc12)NC1CCCCNC1=O (centres undefined)	-0.5	-2	-6	0.1
COc1cccc(/C=C\c2nc(O)c([N+](=O)[O-])c(=O)[nH]2)c1OC	-0.2	0	-10	0.0
COc1cc(-c2ccc(NCC3CC3)nc2)cc(OC)c1OC	0.5	20	5	0.4
Cc1ccccc1OCC(=O)Nc1ccc(S(=O)(=O)N2CCC(C)CC2)cc1	0.6	-1	6	0.0
CC(C)(C)c1onc(OCP(=O)(O)O)c1CC(N)C(=O)O (centres undefined)	-0.1	25	-2	0.1
OCc1ccccc1-c1cnn2c(N3CCN(c4ccccn4)CC3)ccnc12	-0.6	-1	12	0.2
CC(C)(C)c1cc(/C=C(/C(O)c2ccc(Cl)cc2Cl)n2cncn2)cc(C(C)(C)C)c1O (centres undefined)	0.0	12	-19	0.0
Cc1ccc(CN2CCN(C(=O)C3CCCO3)CC2)cc1 (centres undefined)	0.0	-3	2	0.4
CCC1(CC)Cc2ccccc2C(c2c(C)[nH]n(-c3ccccc3)c2=O)=N1	1.1	24	-3	-0.5
CC(=O)Oc1ccc(C2C(C#N)=C(N)SC(N)=C2C#N)cc1	-0.4	-24	-6	-0.1
COCCN1C(=O)c2ccccc2C(C(=O)NCCC(C)C)C1c1cn(C)c2ccccc12 (centres undefined)	-0.4	19	1	1.1
CCOc1ccc(C2C(C#N)=C(N)Oc3n[nH]c(-c4ccc([N+](=O)[O-])cc4)c32)cc1 (centres undefined)	-1.8	-4	-3	-0.9
CCN1CCC2(CCN(Cc3ccc4c(c3)CN(Cc3ccoc3)CCO4)C2)C1 (centres undefined)	2.0	1	8	-0.7
CN(C(=O)[C@H]1[C@@H]2C[C@@H]3[C@H]1C(=O)O[C@@H]3C2)c1ccccc1Cl	2.5	6	-1	-0.1
O=[N+]([O-])c1ccc(Cl)c(N=Cc2nc(-c3ccc(Br)cc3)oc2O)c1	-1.0	15	9	0.0
CC(=O)NCC(c1ccco1)S(=O)(=O)c1ccc(C)cc1 (centres undefined)	-0.7	3	10	0.1
Cc1nn(Cc2c(Cl)cccc2Cl)c(SCC(=O)O)c1C=O	1.3	5	10	0.0
Cc1ccc(C(=O)NCc2ccco2)c(N2CCOCC2)n1	0.0	6	3	-0.3
COc1cccc(C(=O)NCCc2csc(-c3ccc(C)cc3)n2)c1	1.6	12	5	0.0
O=C(NCc1ccccc1)c1ccc2nc(Nc3ccncn3)sc2c1	0.9	6	-5	-0.1
O=C(Nc1ccc(F)c(Cl)c1)Nc1nnc(N2CCCC2)s1	0.3	5	-6	0.1
CCc1nnc(NC(=O)CSc2nnc3c(n2)-c2cccc4cccc-3c24)s1	1.2	7	1	0.7
CC(=O)C1=C(O)C(=O)N(Cc2ccco2)C1c1cccc([N+](=O)[O-])c1 (centres undefined)	0.8	14	-4	0.1
Cc1ccc(-c2csc(NC(=O)c3ccc(S(=O)(=O)N4CCCCC4)cc3)n2)o1	-0.6	-10	-5	-0.1
c1nc(NCCN2CCOCC2)cc(N2CCOCC2)n1	-2.4	27	-4	0.1
O=C(c1ccc2cc[nH]c2c1)N1CCN(C(=O)c2ccccc2O)CC1	1.6	11	8	-0.1
Fc1ccc(CSc2nnc3c(n2)[nH]c2ccccc23)cc1	0.0	7	7	-0.1
Cc1nc2sc(C(c3ccc([N+](=O)[O-])cc3)N3CCN(CCO)CC3)c(O)n2n1 (centres undefined)	-0.3	-4	3	-0.1
COc1ccc(CCNC(=O)NCc2noc3ccc(C)cc23)cc1OC	-2.1	0	-3	-0.1

Sorted by SMILES length (descending): some entries from above.
SMILES	GPR151 ag	MITF primary	TEAD-YAP block	FBW7 activator
CN(C(=O)[C@H]1[C@@H]2C[C@@H]3[C@H]1C(=O)O[C@@H]3C2)c1ccccc1Cl	2.5	6	-1	-0.1
Cc1nc2sc(C(c3ccc([N+](=O)[O-])cc3)N3CCN(CCO)CC3)c(O)n2n1 (centres undefined)	-0.3	-4	3	-0.1
Cc1ccc(-c2csc(NC(=O)c3ccc(S(=O)(=O)N4CCCCC4)cc3)n2)o1	-0.6	-10	-5	-0.1
O=[N+]([O-])c1ccc(Cl)c(N=Cc2nc(-c3ccc(Br)cc3)oc2O)c1	-1.0	15	9	0.0
CCc1nnc(NC(=O)CSc2nnc3c(n2)-c2cccc4cccc-3c24)s1	1.2	7	1	0.7
O=C(c1ccc2cc[nH]c2c1)N1CCN(C(=O)c2ccccc2O)CC1	1.6	11	8	-0.1
COc1cccc(C(=O)NCCc2csc(-c3ccc(C)cc3)n2)c1	1.6	12	5	0.0
COc1ccc(CCNC(=O)NCc2noc3ccc(C)cc23)cc1OC	-2.1	0	-3	-0.1
O=C(NCc1ccccc1)c1ccc2nc(Nc3ccncn3)sc2c1	0.9	6	-5	-0.1
Cc1nn(Cc2c(Cl)cccc2Cl)c(SCC(=O)O)c1C=O	1.3	5	10	0.0
Fc1ccc(CSc2nnc3c(n2)[nH]c2ccccc23)cc1	0.0	7	7	-0.1
Cc1ccc(C(=O)NCc2ccco2)c(N2CCOCC2)n1	0.0	6	3	-0.3
c1nc(NCCN2CCOCC2)cc(N2CCOCC2)n1	-2.4	27	-4	0.1

New compounds follow:
SMILES	GPR151 ag	MITF primary	TEAD-YAP block	FBW7 activator
CCC(C(=O)NCc1ccccc1F)n1nc(C)n2c(cc3occc32)c1=O (centres undefined)	0.2	19	1	0.2
COc1cccc(-n2nnc3c(=O)n(CC(=O)NCC4CCCO4)cnc32)c1 (centres undefined)	0.0	8	-1	-0.3
Cc1ccc(CNC(=O)c2c(C)nc3ccccn23)o1	-0.4	6	6	0.1
COc1ccc(-n2c(C)c(C)n3c4c(=O)n(C)c(=O)n(C)c4nc23)c(OC)c1	2.4	3	1	-0.7
O=C(Nc1ccc(Cl)c(Cl)c1)c1nn2c(c1Br)NC(c1cccs1)CC2C(F)(F)F (centres undefined)	0.0	1	-11	-0.3
COC(=O)C1=C(C)N=c2s/c(=C\c3c(F)cccc3Cl)c(=O)n2C1c1ccc(OC)cc1 (centres undefined)	-0.4	-3	-3	0.0
CCOC(=O)Nc1ccc2c(c1)N(C(=O)OCC)c1ccccc1CC2	0.4	5	48*	-0.1
Cc1ccc2c(c1)C1(OCCO1)C(=O)N2CC(=O)NN	0.4	-14	0	-0.4
CC1=C(C(=O)Nc2ccccc2C)C(c2cccs2)C(C#N)=C(SCC(=O)Nc2ccc(Br)cc2)N1 (centres undefined)	0.1	3	2	0.2
O=C(Nc1ccc(Cl)cc1)C1C2CCCCC21 (centres undefined)	-1.7	2	-72	0.1
O=C(Nc1ccc(F)cc1)c1nc[nH]c1C(=O)Nc1ccc([N+](=O)[O-])cc1	0.8	2	11	-0.5

Source: PubChem BioAssay (The Scripps Research Institute Molecular Screening Center)
